Screens as filed in PubChem.
Hsp90 Hop PPI: changes Hsp90-Hop TPR2A binding signal, up or down; AlphaScreen TPR2A-His6 binding biotin-Hsp90 C-terminal peptide; Potency, µM (titrated, usually from 57 µM), inactives show top-dose activity change, negative = inhibition; 71,000 compounds, 0.44% hits; AID 595; active means well fitted curve in either direction with a large enough effect; inconclusive means small, poorly fitted or top-dose-only effect, or another doubt; further: potency means the concentration at half of the fitted maximal effect; on the % scale 0 is the no-effect control and ±100 the full control effect; many of its hits are not listed in these tables
ALOX15 inhib: blocks human 15-lipoxygenase activity; P16050; 74,000 compounds, 1.4% hits; AID 887; Potency, µM (doses to about 57.1 µM), for inactives: at the top dose activity change, negative = inhibition, hits mostly inhibitors; purified 15hLO-1, xylenol orange hydroperoxide absorbance; further: potency means the concentration at half of the fitted maximal effect; on the % scale 0 is the no-effect control and ±100 the full control effect; nearly all actives have a fitted effect of over 55% in size
Target sequence (P16050 whole entry, looked up): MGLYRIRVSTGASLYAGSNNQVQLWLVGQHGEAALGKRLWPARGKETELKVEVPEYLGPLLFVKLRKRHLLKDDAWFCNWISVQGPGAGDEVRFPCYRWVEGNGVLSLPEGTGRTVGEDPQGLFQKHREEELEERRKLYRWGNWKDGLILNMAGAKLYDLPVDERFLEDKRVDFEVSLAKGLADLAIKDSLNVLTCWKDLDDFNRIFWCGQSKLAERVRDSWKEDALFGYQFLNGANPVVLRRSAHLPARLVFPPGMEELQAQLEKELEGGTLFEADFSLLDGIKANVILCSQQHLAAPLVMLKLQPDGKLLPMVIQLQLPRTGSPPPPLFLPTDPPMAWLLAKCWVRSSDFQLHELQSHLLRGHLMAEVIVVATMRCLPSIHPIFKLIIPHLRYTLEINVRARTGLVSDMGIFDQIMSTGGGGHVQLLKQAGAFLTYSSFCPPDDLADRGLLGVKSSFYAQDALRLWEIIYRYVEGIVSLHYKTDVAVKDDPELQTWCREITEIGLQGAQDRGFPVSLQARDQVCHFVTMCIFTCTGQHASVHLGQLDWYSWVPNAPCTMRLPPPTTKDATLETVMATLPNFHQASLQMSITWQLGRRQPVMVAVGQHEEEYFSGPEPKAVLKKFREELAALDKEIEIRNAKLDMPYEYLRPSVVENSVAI
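Compounds were preincubated 15 min at room temperature with 40 nM purified human enzyme (25 mM Hepes pH 7.5, 0.01% Triton X-100); 50 uM arachidonic acid reacted 6 min. Fe-xylenol orange detection, 30 min, absorbance ratio 573/405 nm.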
Pol III holo inh: DNA polymerase III holoenzyme inhibition | reconstituted DNA polymerase III holoenzyme replication, biochemical | Potency, µM (top dose mostly 57.1 µM), for the others: at the highest dose activity change, negative = inhibition | 71,000 compounds, 0.25% hits | AID 603; further: potency means the concentration at half of the fitted maximal effect; on the % scale 0 is the no-effect control and ±100 the full control effect
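Reconstituted *E. coli* holoenzyme (0.35 nM Pol III, 1 nM beta, 154 nM SSB, 2 nM primase) was preincubated with compound for 15 min at RT. Synthesis on 1.4 nM ssM13Gori ran 35 min, then was stopped with PicoGreen/EDTA and read as dsDNA fluorescence.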
Ub-GFP proteasome: inhibits proteasome, raising ubiquitin-GFP reporter fluorescence; Ubiquitin-GFP reporter cells, proteasome inhibition, GFP fluorescence; response scale: untreated = 0%, 10 µM MG-132 = 100%; Potency, µM (series often up to 45.9 µM), without a hit: at the highest dose activation (GFP accumulation), hits mostly activators; 67,000 tested, under 10 active; active means well fitted activation curve with a large enough effect, not every such curve was filed as active; inconclusive means small, poorly fitted or top-dose-only effect, or another doubt; inactive means no such curve, though single readings can be large or run the other way; further: potency means the concentration at half of the fitted maximal effect
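U2OS Ub(G76V)-GFP reporter; O/N plating, 0.5% FBS; cpd 46 uM–2.9 nM, 4 h, 37 °C; GFP+ cell count, 488/515 nm; norm. to basal vs 10 uM MG-132; CRC fit.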
Rhodamine fluor: compound autofluorescence in rhodamine spectral region | 59,000 compounds, 0.05% hits | Rhodamine-region fluorescence, 547/598 nm, Tris buffer; stronger effect = higher value | max dye-equivalent concentration, M | AID 594; in the data active means max dye-equivalent concentration above about 11 nM; inconclusive means between about 1.1 nM and that limit
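Intensities are converted to rhodamine-equivalent concentration using a six-point rhodamine standard on each plate. Compounds sit 15 min at room temperature in 100 mM Tris buffer, pH 8.0; read uses the 547/598 nm excitation/emission pair.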
Texas Red fluor: Texas Red region autofluorescence. max dye-equivalent concentration, M. Compound fluorescence, Texas Red channel, 547/618 nm; stronger effect = higher value. 59,000 compounds, 0.06% hits; in the data active means max dye-equivalent concentration above about 10 nM; inconclusive means between about 1.1 nM and that limit
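Fluorescence at ex 547/em 618 nm, normalized against an on-plate Texas Red standard series to give dye-equivalent concentration per compound concentration. Buffer 100 mM Tris, pH 8.0; 15 min RT incubation before CCD imaging.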
Fluorescein autfl: compound autofluorescence in fluorescein spectral region; Compound autofluorescence, 480/540 nm, fluorescein-equivalent; stronger effect = higher value; max fluorescein-equivalent concentration, M; 59,000 compounds, 0.91% hits; AID 593; in the data active means max fluorescein-equivalent concentration above about 10 nM; inconclusive means between about 1.1 nM and that limit
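Values reflect compound autofluorescence, normalized to fluorescein on the same plate and reported at each tested concentration. Conditions: 100 mM Tris pH 8.0, room temperature, 15 min, excitation 480 nm, emission 540 nm.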
HBB splicing: hemoglobin beta splicing modulation. HBB splicing reporter cell assay, activation; EGFP reporter with mutant IVS2-654 intron; response scale: normalised to 500 nM splice-correcting PNA. 65,000 compounds, 0.06% hits. Potency, µM (highest dose often 46.1 µM), inactives show at the highest dose activation, usual class: activators; further: potency means the concentration at half of the fitted maximal effect; 0% is about no effect
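Compounds were applied for 2 days to HeLa EGFP-654 cells, 500/well in Optimem with 2% FCS. The reporter's EGFP is disrupted by mis-splicing of beta-globin intron IVS2-654. Readout: summed well GFP fluorescence from 488 nm laser scanning; reference was 500 nM antisense […] 654 PNA.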
4-MU autofl: 4-MU region autofluorescence. AID 589. 59,000 compounds, 11% hits. compound autofluorescence, 340/450 nm, 4-MU equivalents; stronger effect = higher value. max dye-equivalent concentration, M; in the data active means max dye-equivalent concentration above about 10 nM; inconclusive means mostly about 1.1 nM to 9.6 nM
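Intrinsic fluorescence at 340/450 nm (ex/em) was read after 15 min at room temperature in pH 8.0, 100 mM Tris. Each compound concentration expressed as 4-MU-equivalent concentration from a six-point 4-MU standard series on each plate.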
GFP derepression: derepresses silenced GFP locus in mouse C127i cells | mouse C127i GFP locus derepression, cytometry, 30 h | Potency, µM (top dose mostly 46.1 µM), for the others: top-dose GFP derepression (activation) | 68,000 compounds, 0.09% hits | AID 597; further: % of control where 0% means no effect
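Derepression screen: silenced CMV-GFP reporter in murine C127i cells, 30 h compound incubation at 37 C, washed cells imaged by laser-scanning cytometer to enumerate GFP-expressing objects of 20 to 120 um.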
HADH2 inhib: inhibitors of human HADH2 dehydrogenase. Q99714. recombinant HADH2, NADH fluorescence, beta-hydroxybutyryl-CoA. Potency, µM (top dose mostly 57.1 µM), inactives show at the top dose activity change, negative = inhibition, actives largely listed as inhibitors. 73,000 compounds, 3.4% hits. AID 886; further: potency means the concentration at half of the fitted maximal effect; on the % scale 0 is the no-effect control and ±100 the full control effect; nearly all actives have a fitted effect of over 60% in size; many of its hits are not listed in these tables
Target sequence (Q99714 whole entry, looked up, one chain of several): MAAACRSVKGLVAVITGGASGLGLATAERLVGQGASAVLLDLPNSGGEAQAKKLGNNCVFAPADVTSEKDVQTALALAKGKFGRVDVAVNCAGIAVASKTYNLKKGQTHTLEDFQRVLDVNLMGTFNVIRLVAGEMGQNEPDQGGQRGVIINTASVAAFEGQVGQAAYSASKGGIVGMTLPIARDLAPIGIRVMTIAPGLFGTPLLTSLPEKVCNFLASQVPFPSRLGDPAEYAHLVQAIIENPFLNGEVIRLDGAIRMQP
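20 nM HADH2 + cpd, 15 min RT; add 1 mM NAD+/90 uM beta-hydroxybutyryl-CoA; kinetic fluorescence 360/450 nm, 4 min. Tris-HCl pH 9.0, 0.01% Tween-20.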
Starred values were filed as active, the others as inactive; i = inactive; u = inconclusive; x = no result given; [ ] = dose if it differs, or a comment. Unless noted, the call rests on the fitted dose curve; in most records, active means well fitted curve in the direction sought with a large enough effect; inconclusive means small, poorly fitted or top-dose-only effect, or another doubt; inactive means no such curve, though single readings can be large; an effect the other way counts as inactive or inconclusive. An excerpt. The share of hits here may be higher or lower than overall.

SMILES | Hsp90 Hop PPI | ALOX15 inhib | Pol III holo inh | Ub-GFP proteasome | Rhodamine fluor | Texas Red fluor | Fluorescein autfl | HBB splicing | 4-MU autofl | GFP derepression | HADH2 inhib
N#CCCSCc1ccc(OCC(=O)O)cc1 | x | x | x | x | i | i | i | x | i | 0%[20.6 µM] | x
O=C(CCN1C(=O)c2ccccc2C1=O)Nn1cnnc1 | 1% | 1% | 3% | 6% | i | i | i | 0.2%[57.5 µM] | i | 4% | -16%
CC1CCCCC1NC(=O)CSc1nc2ccccc2c(=O)n1Cc1ccco1 (stereo unspecified) | -1% | 1% | -4% | 1% | i | i | u | 0.2%[57.5 µM] | i | 1% | -5%
COc1ccc(Cc2nc(-c3ccc(NC(=O)c4cccnc4)cc3)no2)cc1 | -1% | 1% | -1% | -2% | i | i | i | 1.1% | i | 1% | 8%
Cc1cccc2cc(CN(Cc3cccs3)Cc3nnnn3Cc3ccccc3)c(=O)[nH]c12 | -13% | -6% | -5% | -4% | i | i | i | x | i | -3% | -10%
CCC(=O)N1CC23C=CC(CC2CC12CCCCC2)O3 (stereo unspecified) | -7%[11 µM] | 1%[11.4 µM] | -12%[11.4 µM] | 7%[9.17 µM] | x | x | x | -2.7%[0.0738 µM] | x | 0% | u
CCOCCCNC(=O)c1cn(C)c2ccc(S(=O)(=O)N(C)C3CCCCC3)cc2c1=O | 5% | 8% | 3% | -1% | x | x | x | 0.4% | x | 0% | -6%
Cc1[nH]c2ccccc2c1-c1cc(-c2cc(-c3c(C)[nH]c4ccccc34)nc(N)n2)nc(N)n1 | -2%[11 µM] | -4%[11.4 µM] | 2%[11.4 µM] | 9%[9.17 µM] | i | u | i | 3.3%[9.22 µM] | i | -1%[9.22 µM] | -10%[11.4 µM]
Cc1nn(C(C)(C)C)c(OC(=O)c2ccc3c(c2)OCO3)c1S(=O)(=O)c1ccccc1 | -2% | -4% | -6% | 8% | i | i | i | -1.0% | i | 4% | -6%
O=S(=O)(c1ccc(-c2cn3ccccc3n2)cc1)N1CCOCC1 | -4% | -3% | -1% | -3% | x | x | x | -1.8% | x | 5% | 32µM*
Cc1nnc2n1N=CC=C(C(C)(C)C)S2 | 0% | 9% | -1% | 6% | i | i | i | 3.4% | i | 0% | -17%
N#CCCS(=O)(=O)c1nnnn1-c1ccccc1 | -4% | -13% | -2% | 5% | i | i | i | 0.1% | i | 1% | -28%
CC1CCCN(S(=O)(=O)c2ccc(NC(=O)CN3CCN(C)CC3)cc2)C1 (stereo unspecified) | -6% | -7% | -1% | 1% | i | i | u | 1.9% | i | 4% | 2%
COc1ccc(-n2c(SCC#N)nnc2-c2cccnc2)cc1 | u | -25% | -3% | 3% | i | i | i | x | i | -1% | -7%
COc1ccc(C(c2nnnn2CC2CCCO2)N2CCN(c3cccc(C)c3C)CC2)cc1 (stereo unspecified) | -5% | -28% | 2% | -6% | i | i | u | x | i | 3% | -3%

Individual results from the entries so far:
O=C(CCN1C(=O)c2ccccc2C1=O)Nn1cnnc1 in Pol III holo inh has 3%
CC1CCCCC1NC(=O)CSc1nc2ccccc2c(=O)n1Cc1ccco1 (stereo unspecified) in ALOX15 inhib has 1%

Other structures follow.
SMILES | Hsp90 Hop PPI | ALOX15 inhib | Pol III holo inh | Ub-GFP proteasome | Rhodamine fluor | Texas Red fluor | Fluorescein autfl | HBB splicing | 4-MU autofl | GFP derepression | HADH2 inhib
CCOC(=O)c1sc(-c2ccccc2)cc1N | 26% | 1% | -1% | -1% | i | i | i | -1.2% | 2.1e-08M* | 3% | -5%
CCOC(=O)Nc1cc(C(=O)OC)cc(C(=O)OC)c1 | -2% | 5% | 4% | -1% | i | i | i | -0.8%[57.5 µM] | i | -2% | 12%
COc1cccc(N2CC(C(=O)Nc3ccc(C(=O)OC(C)C)cc3)CC2=O)c1 (stereo unspecified) | -1% | -7% | -1% | -2% | i | i | i | 1.7% | i | -3% | 6%
COc1ccc(NC(=O)CCNS(=O)(=O)c2ccc3c(c2)c(=O)n(C)c(=O)n3C)cc1 | -14% | 3% | 13% | -10% | i | i | u | -1.9% | i | 0% | 4%
O=c1cc(CSc2nnc(-c3ccccc3)o2)c2ccccc2[nH]1 | -1% | 0% | 2% | -1% | x | x | x | 0.3% | x | x | 3%
COc1ccc(C(C(C(=O)c2ccco2)N2CCOCC2)N2CCOCC2)cc1 (stereo unspecified) | -1% | -7% | 0% | -1% | i | i | i | -0.1% | u | -2% | -5%
Cc1nc2cccc([N+](=O)[O-])c2n1CCCN(C)C | 9%[11 µM] | 2%[11.4 µM] | -6%[11.4 µM] | -3%[9.17 µM] | i | i | i | 4.9%[9.22 µM] | i | 2%[9.22 µM] | -3%[11.4 µM]
CCCCN(CCCC)C(=O)CCS(=O)(=O)c1ccc2c(c1)n(C)c(=O)c(=O)n2C | -3% | -1% | -10% | -6% | i | i | u | -0.5% | i | 1% | -6%
Nc1ncn([C@H]2O[C@@H](CO)[C@@H](O)[C@@H]2O)c(=O)n1 | -4%[26 µM] | 9%[25.6 µM] | -1%[25.6 µM] | 1%[20.5 µM] | i | i | u | -0.6%[20.6 µM] | i | 3%[20.6 µM] | 2%[25.6 µM]
O=C(O)c1cccc(NS(=O)(=O)c2ccc(Cl)c(C(=O)O)c2)c1 | 2% | -2% | -2% | -9% | x | x | x | 0.4%[9.22 µM] | x | -2% | -1%
COCCn1c(SCC(=O)Nc2ccc(S(=O)(=O)N3CCOCC3)cc2)nc2ccccc21 | -4% | 3% | 1% | -6% | i | i | u | -0.4% | i | 0% | 0%
N/C(CC(=O)Nc1cccc(C(F)(F)F)c1)=N/O | -1% | 5% | 1% | -5% | x | x | x | -6.8% | x | -2% | 2%
CCOC(=O)C1=C(C)NC(=O)C(C#N)C1c1ccco1 (stereo unspecified) | -2% | 15% | -4% | 1% | i | i | u | 0.3%[0.369 µM] | i | 1% | -8%
COc1ccc(N(CC(=O)NC2CCCCC2)C(=O)CCCC(=O)Nc2ccccn2)c(OC)c1 | -5% | -3% | -1% | -1% | i | i | i | -0.2%[57.5 µM] | i | -4% | 13%
N#CCCN1CCN(C(=S)c2ccc(-c3ccc(Cl)c(Cl)c3)o2)CC1 | u | u | 25% | 7% | i | i | i | x | i | -2% | 10µM*
CC(=O)c1cc2c(cc1NC(=O)CSc1nnc(C)s1)OCO2 | -4% | -2% | -2% | -6% | i | i | u | -0.1% | 6.3e-08M* | 1% | u
N=c1n(CCO)c2ccccc2n1Cc1ccccc1Cl | -4% | 1% | -6% | 1% | i | i | i | -1.8% | i | 6% | -16%
Cc1ccc(C(C)C)c(OCC(O)CN2CCOCC2)c1 (stereo unspecified) | u | -4% | -8% | -2% | i | i | u | 0.1%[57.5 µM] | i | -3% | 32%[activator]
O=C(O)CC1Sc2nc3ccccc3n2C1=O (stereo unspecified) | x | x | x | x | i | i | u | x | i | 0%[20.6 µM] | x
COc1ccc(NC(=O)Cn2nc3n(c2=S)CCC3)cc1 | -8% | 11% | -4% | -1% | i | i | i | -2.6% | i | 3% | 6%
O=C1CC(c2nc3ccccc3[nH]2)CN1Cc1ccccc1 (stereo unspecified) | -3% | 1% | -6% | 7% | x | x | x | 0.4% | x | x | 7%
COC(=O)Nc1ccc2[nH]cc(CCNC(C)=O)c2c1 | -10% | -9%[25.6 µM] | -3% | -1% | x | x | x | x | x | 1% | 6%
CSCc1nnc(NC(=O)c2ccc(S(=O)(=O)N(CC(C)C)CC(C)C)cc2)o1 | -25% | 109%[activator] | -8% | -8% | i | i | i | -0.9% | i | 11% | 4%
Cn1cccc1P(=O)(c1cccn1C)c1cccn1C | -3% | -3% | -4% | 4% | i | i | i | 0.4% | i | -1% | 4%
O=C(NCc1ccco1)Nc1ccc2nsnc2c1 | -4% | u | 3% | -10% | x | x | x | -0.6% | x | -2% | 25µM*
CCn1c(SCC(=O)NCc2ccccc2)nnc1-c1ccccc1O | -4% | -5% | -1% | 8% | i | i | i | 1.3% | i | 10% | 1%
COC(=O)c1cc(NC(=O)CN2C(=O)CSC2=O)ccc1Cl | -1% | 10% | -4% | 0% | i | i | i | x | i | -2% | 7%
Cc1ccc(-n2ncc3c(=O)[nH]c(SCC(=O)N4CCCCC4)nc32)cc1 | 0% | 4% | -11% | -12% | x | x | x | -0.8% | x | x | 12%
COc1ccc(-n2nc3cc(C)c(NC(=O)c4cccnc4)cc3n2)cc1 | 1% | 5% | -1% | -3% | i | i | u | -1.4% | 5.2e-08M* | -1% | -6%
